High-throughput results deposited in PubChem by National Center for Advancing Translational Sciences (NCATS).
ALDH1A1 block: ALDH1A1 (human) enzyme inhibition. P00352. Purified ALDH1A1, NADH fluorescence, propionaldehyde substrate. Potency, µM (series often up to 75.3 µM), without a hit: at the top dose activity, negative = inhibition, hits mostly inhibitors. actives 7.3% (n = 220,000). AID 1030; active = well fitted inhibition curve with a large enough effect, not every such curve was filed as active; inconclusive = small, poorly fitted or top-dose-only effect, or another doubt; inactive = no such curve, though single readings can be large or run the other way;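 note: plate controls were no enzyme wells and a reference inhibitor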
RECQ1 helicase: blocks DNA unwinding by human RECQ1; P46063; actives 0.54% (n = 240,000); Potency, µM (highest dose often 57.3 µM), for inactives: top-dose activity, negative = inhibition, usual class: inhibitors; AID 2549; RECQ1 DNA unwinding, red fluorescence kinetic read;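 note: plate controls were vehicle for no effect and no enzyme for full effect; nearly all actives have a fitted effect of over 30% in size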
Target sequence (P46063 whole entry, looked up): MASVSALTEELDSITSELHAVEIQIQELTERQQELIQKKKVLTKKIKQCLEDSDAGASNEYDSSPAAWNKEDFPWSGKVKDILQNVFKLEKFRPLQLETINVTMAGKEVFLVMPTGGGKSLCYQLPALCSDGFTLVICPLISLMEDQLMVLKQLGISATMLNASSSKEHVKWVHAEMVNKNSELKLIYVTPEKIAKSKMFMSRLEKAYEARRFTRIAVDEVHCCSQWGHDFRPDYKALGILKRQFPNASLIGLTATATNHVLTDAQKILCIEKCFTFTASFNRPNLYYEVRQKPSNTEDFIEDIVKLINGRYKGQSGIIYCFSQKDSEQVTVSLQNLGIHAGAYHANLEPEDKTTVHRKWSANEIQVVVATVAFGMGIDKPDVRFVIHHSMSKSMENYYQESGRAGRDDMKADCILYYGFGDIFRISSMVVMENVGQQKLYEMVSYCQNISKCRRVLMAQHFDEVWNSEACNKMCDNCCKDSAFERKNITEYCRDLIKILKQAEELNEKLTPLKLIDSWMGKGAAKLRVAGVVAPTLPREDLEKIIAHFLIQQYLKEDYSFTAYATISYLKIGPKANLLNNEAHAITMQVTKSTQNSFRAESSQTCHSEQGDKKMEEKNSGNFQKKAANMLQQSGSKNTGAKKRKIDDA
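50 nM RECQ1T1 preincubated 15 min with compound in Tris pH 8.0 buffer with MgCl2, DTT, Tween-20 and 2.5 ug/ml poly(dI-dC); started with 200 nM TAMRA/BHQ-2 forked duplex and 2 mM ATP. Unwinding read as fluorescence (525/598 nm), two reads 2 h apart.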
TRb-SRC2 inh: inhibitors of human thyroid hormone receptor beta-SRC2 interaction | TRbeta-SRC2 peptide binding, fluorescence polarization; receptor liganded with 1 µM T3 | P10828 | actives 0.065% (n = 280,000) | Potency, µM (top dose mostly 106 µM), without a hit: at the top dose activity change, negative = inhibition, usual class: inhibitors;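 note: plate controls were bound peptide for no effect and peptide without receptor for full effect; nearly all actives have a fitted effect of over 50% in size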
Target sequence (P10828 whole entry, looked up): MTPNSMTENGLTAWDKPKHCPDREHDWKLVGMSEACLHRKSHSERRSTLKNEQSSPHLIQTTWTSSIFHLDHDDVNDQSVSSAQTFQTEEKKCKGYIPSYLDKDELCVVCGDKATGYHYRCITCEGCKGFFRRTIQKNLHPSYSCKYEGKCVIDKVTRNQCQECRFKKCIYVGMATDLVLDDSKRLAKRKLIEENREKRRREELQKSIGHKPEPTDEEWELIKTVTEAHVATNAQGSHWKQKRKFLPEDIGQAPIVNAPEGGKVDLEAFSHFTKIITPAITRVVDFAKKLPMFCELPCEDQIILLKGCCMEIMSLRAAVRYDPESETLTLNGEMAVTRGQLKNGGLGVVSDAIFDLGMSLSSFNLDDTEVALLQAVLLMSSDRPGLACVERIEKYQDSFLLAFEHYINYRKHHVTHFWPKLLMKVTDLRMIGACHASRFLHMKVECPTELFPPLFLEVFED
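Fluorescence polarization of 20 nM Texas Red SRC2 peptide with 0.6 uM human TRb ligand-binding domain, in Tris buffer with 1uM T3 and 5% DMSO. Incubated 5 hr ambient; normalized to unbound and bound controls.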
GoLoco inh red: blocks human Gai1 binding to RGS12 GoLoco peptide, red readout; P63096; Potency, µM (titrated, usually from 61.6 µM), inactives show at the highest dose activity, negative = inhibition, most hits filed as inhibitors; actives 0.44% (n = 230,000); Gai1:RGS12 GoLoco peptide FP, rhodamine, 10 min; active = well fitted inhibition curve with a large enough effect, not every such curve was filed as active; inactive = no such curve, though single readings can be large or run the other way; note: % is set by controls: 0 for no effect and ±100 for the full control effect; nearly all actives have a fitted effect of over 30% in size; many of its hits are not listed in these tables
LMNA splice mod: modulators of lamin A splicing. HeLa LMNA splicing GFP/RFP minigene ratio, 48 h. Potency, µM (doses to about 46.1 µM), for the others: top-dose ratio change, negative = inhibition, hits mostly inhibitors. actives 0.01% (n = 200,000). AID 1487; active = well fitted inhibition curve with a large enough effect in the signal ratio, with a control signal flat, not every such curve was filed as active; inconclusive = small, poorly fitted or top-dose-only effect, or effect the other way, or a change in a side signal; the % refers to the signal ratio; note: % is set by controls: 0 for no effect and ±100 for the full control effect
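Read-out is the ratio of GFP to DsRed2 object intensity, acquired by 488 nm laser-scanning cytometry on HeLa lamin A-EGFP minigene reporter cells. Compound incubation 48 hrs at 37 °C in Opti-MEM with 2% FBS; DMSO 0.5% final.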
JMJD2E inh: inhibitors of human JMJD2E histone demethylase; actives 1.6% (n = 230,000); JMJD2E catalytic domain, FDH-coupled NADH fluorescence (FDH is formaldehyde dehydrogenase); Potency, µM (series often up to 57.1 µM), inactives show at the highest dose activity change, negative = inhibition, usual class: inhibitors; B2RXH2; active = well fitted inhibition curve with a large enough effect, not every such curve was filed as active; inconclusive = small, poorly fitted or top-dose-only effect, or another doubt; inactive = no such curve, though single readings can be large or run the other way;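 note: 0% = wells with enzyme and -100% = buffer wells without enzyme; nearly all actives have a fitted effect of over 50% in size; many of its hits are not listed in these tables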
TexasRed fluor: Texas Red fluorescence interference in TRb-SRC2 counter-screen; TRb/SRC2 Texas Red total fluorescence interference; actives 0.29% (n = 280,000); Potency, µM (series often up to 106 µM), inactives show at the highest dose fluorescence change, negative = quenching; active = well fitted curve in either direction with a large enough effect; inconclusive = small, poorly fitted or top-dose-only effect; note: % is set by controls: 0 for no effect and ±100 for the full control effect
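Flags fluorescent or light-absorbing compounds by total fluorescence, S + 2P, at 555 nm excitation and 632 nm emission. Mixture: 20 nM Texas Red SRC2 peptide, 0.6 uM human TRb LBD, 1 uM T3, 5% DMSO; compound exposure 5 h at ambient temperature.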
SMN2 splice enh: SMN2 splice variant enhancement. actives 2.8% (n = 210,000). HEK293 SMN2-luciferase splicing reporter, luminescence, 30-36 h. Potency, µM (titrated, usually from 46.1 µM), for the others: at the top dose activity change, positive = activation, hits mostly activators; note: % of control where 0% means no effect; nearly all actives have a fitted effect of over 55% in size
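HEK293 cells carry an SMN2 minigene-luciferase reporter in which exon 7 inclusion puts luciferase in frame. Cells were seeded at 2000 cells/well, attached for 10-12 hours, then exposed to compounds for 30-36 hours at 37C before ONE-Glo luminescence.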
An asterisk follows results filed as active; i = inactive; ? = inconclusive; nt = not tested or not shown; & = joins results of further samples; [ ] = remark or other dose. Unless noted, calls come from the whole dose curve; as a rule, active = well fitted curve in the direction sought with a large enough effect; inconclusive = small, poorly fitted or top-dose-only effect, or another doubt; inactive = no such curve, though single readings can be large; an effect the other way counts as inactive or inconclusive. Potency is the fitted concentration of half-maximal effect.

SMILES	ALDH1A1 block	RECQ1 helicase	TRb-SRC2 inh	GoLoco inh red	LMNA splice mod	JMJD2E inh	TexasRed fluor	SMN2 splice enh
CC1CN(C(=O)COC(=O)c2ccc(NC(=O)CC#N)cc2)CC(C)O1 (configuration not stated)	6.3µM*	i	-2%	21%	3%[46 µM]	-10%	0%	10%
CSc1ccc(NC(=O)/C=C/C(=O)O)cc1	?	-10%	3%	11%	?	5%	3%	nt
CN(CCOc1ccccc1)c1ccc(S(=O)(=O)N2CCCCC2)cn1	?	-11%	4%	5%	?	?	1%	-22%
NC(=O)[C@@H]1CCCN1Cc1nc(-c2cccs2)no1	-1%	-3%	-5%	10%	?	-1%	0%	nt
CC(=O)Nc1ccc(S(=O)(=O)N(C)c2ccccc2)cc1	1%	-3%	2%	6%	1%	2%	-1%	5%
CCC(=O)NC(=S)Nc1ccc(NC(=O)c2ccccc2[N+](=O)[O-])cc1	-2%	-3%	-4%	3%	-11%	7%	-2%	19%
CCN(CC)CCn1c(NCc2ccc(OC)cc2)nc2ccccc21	0%	-2%	-10%	13%	1%	-2%	-1%	1%
Cc1nn(-c2ccccc2)c(N)c1C(c1ccccc1)c1c(C)nn(-c2ccccc2)c1N	5%	1%	3%	3%	-16%	-8%	-17%	6%
C[C@@H](C(=O)Nc1nc(-c2ccccn2)cs1)N1C(=O)C2CCCCC2C1=O (some centres not stated)	13µM*	8%	-6%	2%	-18%	?	-6%	-4%
COCCNC(=S)N1CCCC(CO)C1 (configuration not stated)	0%	24%	8%	9%	nt	-3%	0%	0%
O=C(O)C1CCC(N2C(=O)C3C4CCC(C4)C3C2=O)CC1 (configuration not stated)	14%	-4%	-4%	-3%	nt	4%	-5%	nt
O=C(NCc1ccccc1)C1=C[C@H](c2csc3ccccc23)C[C@H](OCc2ccc(CO)cc2)O1	nt	?	6%	-9%	nt	-22%	3%	nt

The closing 2 entries of the part before lead into the next.
SMILES	ALDH1A1 block	RECQ1 helicase	TRb-SRC2 inh	GoLoco inh red	LMNA splice mod	JMJD2E inh	TexasRed fluor	SMN2 splice enh
O=C(O)C1CCC(N2C(=O)C3C4CCC(C4)C3C2=O)CC1 (configuration not stated)	14%	-4%	-4%	-3%	nt	4%	-5%	nt
O=C(NCc1ccccc1)C1=C[C@H](c2csc3ccccc23)C[C@H](OCc2ccc(CO)cc2)O1	nt	?	6%	-9%	nt	-22%	3%	nt
CCOc1ccccc1Nc1nnc(SC(C)C(=O)Nc2nc(-c3ccccc3)cs2)s1 (configuration not stated)	-8%	-1%	1%	21%	?	2%	1%	376%
CCOC(=O)N1CCC(NC(=O)c2cnn3c(C(F)(F)F)cc(-c4cccc(OC)c4)nc23)CC1	?	-2%	-4%	8%	11%	6%	-1%	?
COc1ccccc1-c1nnc2sc(C3CCCCC3)nn12	-11%	i	-14%	-5%	?	-6%	-2%	-30%[inhibitor]
CCOc1ccc(NC(=O)C(NC(=O)C2CCC(C)CC2)C(C)C)cc1 (configuration not stated)	2%	-6%	-3%&-7%	1%	nt	-3%	-5%&-1%	-2%&2%
O=C(Nc1ccc2c3c(cccc13)CC2)c1ccc(Br)o1	?	-8%	3%	4%	-13%	-6%	-3%	2%
O=c1cc(Cc2nnc(SCc3ccccc3)n2-c2ccc(Cl)cc2)[nH]c(=O)[nH]1	2%	0%	-6%	-6%	18%[9.22 µM]	-27%	-1%	-8%
O=C(COC(=O)c1ccccc1C(=O)N1CCN(c2ccccc2)CC1)Nc1ccc(F)cc1	16%	17%	0%	2%	?	3%	0%	1%
O=C(O)c1ccc(-c2nc(-c3ccccc3)c(-c3cccs3)[nH]2)cc1	nt	6%	-1%	17%	nt	?	-5%	nt
Clc1ccc(-c2noc(CN3CCN(c4ccccc4)CC3)n2)cc1	?	-2%	4%	5%	?	1%	1%	-17%
COc1ccc(C(=O)N2CCC3(CC2)CN(C(=O)NC(C)C)C3)cc1	7%	-4%	nt	7%	nt	nt	nt	-2%
Cn1c(=NC(=O)C2=NNC(=O)CC2)sc2ccccc21	7%	-3%	5%	8%	?	-6%	-1%	14%
Cc1ccccc1CSCCNC(=O)Nc1ccccc1	-11%	-5%	2%	16%	nt	-1%	-3%	-5%
CC(NC(=O)c1ccco1)C(c1cccs1)N1CCN(c2ccccc2)CC1 (configuration not stated)	-13%	-2%	-11%	8%	-19%	-2%	-2%	-42%[inhibitor]
COCCn1c(C)cc(C(=O)COC(=O)c2ccc([N+](=O)[O-])o2)c1C	?	-13%	-3%	4%	nt	2%	0%	3%
O=C(CCn1c(=S)[nH]c2ccccc2c1=O)NCCc1ccccc1	-1%	-1%	2%	8%	-3%[9.22 µM]	2%	-2%	-19%
Cn1c2ccccc2c2cc(/C=C(\NC(=O)c3ccccc3)C(=O)O)ccc21	nt	18%	8%	4%	13%[46 µM]	5%	-4%	nt
c1coc(CNc2nc(-c3cccs3)cs2)c1	?	-12%	4%	36%[activator]	nt	-27%	3%	?
COc1ccc(CC(CC(=O)O)C(=O)NCc2ccccc2)cc1 (configuration not stated)	6%	-2%	-2%	8%	10%[46 µM]	8%	2%	nt
Cc1ccc(C(=O)NCCNS(=O)(=O)c2ccccc2)cc1	-6%	-4%	4%	5%	0%	2%	1%	5%
CCCNC(=O)N[C@@H](Cc1ccccc1)C(=O)OC	3%	-4%	-9%	4%	-2%	-2%	-3%	-6%
COc1ccc(Nc2oc(COc3ccccc3OC)nc2C#N)cc1	2%	-1%	-3%	-1%	?	3%	-4%	-45%[inhibitor]
CCOc1ccc(NC(=S)NCCCN2CCOCC2)cc1	4%	-2%	5%	6%	nt	3%	-1%	-31%[inhibitor]
O=C1c2ccccc2C(Nc2cccnc2)N1Cc1ccc2c(c1)OCO2 (configuration not stated)	-2%	-9%	6%	-3%	-5%	4%	-1%	18%
O=C(NCc1ccc2c(c1)OCO2)C1CC(=O)N(C2CCCC2)C1 (configuration not stated)	?	-9%	1%	4%	7%	3%	0%	-15%

Full records, looked up by structure:
COc1ccc(Nc2oc(COc3ccccc3OC)nc2C#N)cc1 is listed with ALDH1A1 block = 2%; RECQ1 helicase = -1%; TRb-SRC2 inh = -3%; GoLoco inh red = -1%; LMNA splice mod = ?; JMJD2E inh = 3%; TexasRed fluor = -4%; SMN2 splice enh = -45%[inhibitor]
CSc1ccc(NC(=O)/C=C/C(=O)O)cc1 is listed with ALDH1A1 block = ?; RECQ1 helicase = -10%; TRb-SRC2 inh = 3%; GoLoco inh red = 11%; LMNA splice mod = ?; JMJD2E inh = 5%; TexasRed fluor = 3%; SMN2 splice enh = nt

Further structures.
SMILES	ALDH1A1 block	RECQ1 helicase	TRb-SRC2 inh	GoLoco inh red	LMNA splice mod	JMJD2E inh	TexasRed fluor	SMN2 splice enh
O=C(c1ccco1)N1CCN(c2ncnc3scc(-c4cccs4)c23)CC1	-14%	i	4%	12%	-8%	-4%	0%	-18%
O=C(NCc1ccco1)c1cnn2c(C(F)(F)F)cc(-c3ccccc3)nc12	?	-17%	-10%	10%	-7%	?	0%	-6%
O=C1Nc2ccccc2/C1=N\N=C\C1=C(N2CCOCC2)C(=C\c2ccccc2)/CC1	10µM*	2%	7%	15%	20%	2%	-1%	nt
O=C(Nc1ccc(Cl)cc1)N1CCCN(c2ccc(C(F)(F)F)cc2[N+](=O)[O-])CC1	15%	i	2%	1%	-14%[46 µM]	-14%	3%	nt
CN(CC(=O)Nc1ccc(N2CCOCC2)cc1)C(=O)COc1ccccc1F	nt	-2%	-5%	-5%	nt	6%	0%	nt
COCCn1c(CNc2ccc(F)cc2)nnc1SCC(=O)Nc1ccc(OC)cc1OC	13µM*	-4%	-11%	-3%	?	-3%	1%	-31%[inhibitor]
O=C(NCCc1ccccc1)c1ccc(=O)[nH]c1	11%	-2%	-18%	-1%	5%	-4%	1%	0%
O=C(CCCn1c(=O)[nH]c2ccsc2c1=O)Nc1ccc(F)cc1	6%	1%	-3%	-3%	?	2%	0%	7%
CC(C)c1ccc(C2NC(=O)NC3=C2CCc2ccccc23)cc1 (configuration not stated)	?	1%	-29%	-18%	-2%	?	0%	-33%[inhibitor]
Cc1ccc(C2C(C#N)=C(N)Oc3c2c(=O)n(C)c(=O)n3C)cc1 (configuration not stated)	-1%	i	0%	2%	0%	12%	1%	?
NC(=O)c1cccnc1Nc1ccccc1Cl	-10%	0%	-5%	3%	5%	-3%	1%	-19%
CC(C)(C)OC(=O)N1CCCC1C(=O)N1CCCC1C(=O)N1CCCC1C(=O)O (configuration not stated)	19%	0%	5%	3%	8%	4%	0%	17%
COCc1cc(C)nc(N/N=C/c2ccc(-c3ccc(Cl)cc3[N+](=O)[O-])o2)c1C#N	?	-5%	6%	11%	-4%[46 µM]	0%	-3%	-3%
C/C(=N\NC(=O)c1c(Br)c(C)nn1C)c1cccc(NC(=O)c2ccccc2C)c1	?	?	-3%	2%	?	2%	1%	-3%
CSc1n[nH]c(=S)n1N	nt	i	3%	-18%	nt	32µM*	-2%	nt
CCc1c(C(=O)NNC(=S)NCCc2ccccc2)csc1C	4%	8%	5%	9%	-11%	-6%	4%	18%
CC1(C)CC(=O)c2sc(NC(=O)Cc3cccs3)nc2C1	0.79µM*	7%	0%	-2%	-3%	-2%	-9%	-9%
O=C(/C=C/c1ccc(OCc2ccccc2)c(OCc2ccccc2)c1)c1cccnc1	7.1µM*	-8%	-12%	21%	?	-10%	1122µM*[quencher]	-28%
COc1ccc2[nH]c(C(=O)N(Cc3ccccn3)Cc3ccccn3)cc2c1	nt	-4%	1%	4%	nt	?	0%	nt
C=CCNC(=O)NC(=O)COn1nnc2ccc(S(=O)(=O)N(C)C)cc21	4%	-2%	7%	0%	-6%	0%	-1%	-9%[1.84 µM]

Some of the compounds tested (hit frequency here may not be typical).
